Screening results (PubChem)
hcGAS lum: blocks human cGAS activity; Q8N884; recombinant h-cGAS, ATP depletion, Kinase-Glo luminescence; inhibition, % at 12.5 µM; hit rate 0.081% among 290,000;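 also: 0% = vehicle reaction and 100% = reaction without DNA for no activity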
Target sequence (Q8N884 whole entry, looked up): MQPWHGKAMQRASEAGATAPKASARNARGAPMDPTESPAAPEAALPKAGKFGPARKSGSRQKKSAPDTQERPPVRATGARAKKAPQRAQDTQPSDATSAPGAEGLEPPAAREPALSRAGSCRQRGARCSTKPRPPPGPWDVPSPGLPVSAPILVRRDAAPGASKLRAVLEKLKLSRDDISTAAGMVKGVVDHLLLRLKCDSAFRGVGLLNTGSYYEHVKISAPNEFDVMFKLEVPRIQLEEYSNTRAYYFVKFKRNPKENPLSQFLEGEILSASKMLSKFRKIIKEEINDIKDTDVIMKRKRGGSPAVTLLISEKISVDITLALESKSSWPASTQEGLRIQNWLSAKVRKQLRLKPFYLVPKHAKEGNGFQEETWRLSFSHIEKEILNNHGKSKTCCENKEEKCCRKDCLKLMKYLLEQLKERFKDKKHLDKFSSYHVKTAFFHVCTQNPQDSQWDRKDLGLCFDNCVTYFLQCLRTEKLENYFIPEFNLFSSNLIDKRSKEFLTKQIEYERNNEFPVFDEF
mcGAS inh: blocks mouse cGAS activity; Q8C6L5; recombinant cGAS, Kinase-Glo ATP depletion luminescence; inhibition, % at 12.5 µM; hit rate 0.15% among 160,000; AID 1259399;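 also: 0% = negative control wells and 100% = reference inhibitor with no enzyme activity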
NPYLR7 ag: mosquito NPYLR7 agonism | activation, % at 10 µM | AID 1259423 | HEK293T NPYLR7/Galpha15, GCaMP6s calcium fluorescence | hit rate 0.15% among 270,000; in the data active = activation above about 40%;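 also: 0% = vehicle and 100% = reference agonist at the receptor; some compounds past the cut are filed as inactive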
* = called active by the depositor; . = no result given; & = joins results of further samples. Rule as the data show it, unless noted: active = inhibition above about 40%; inactive = the rest.

mol | hcGAS lum | mcGAS inh | NPYLR7 ag
Cc1nc(-c2cc(C(=O)N(C)Cc3ccc4c(c3)OCO4)n(C)c2)cs1 | -4 | . | -3
COc1cc(N(C)C)ccc1CN1CCN(CCO)CC1 | 9 | . | 17
Clc1cccc(CN2CCCC(Cn3ccnc3)C2)c1 (stereo unspecified) | -5 | -10 | 15
Cc1ccc(-n2c(SCC(=O)Nc3cc(C)on3)nc3c([nH]c4ccccc43)c2=O)cc1 | -10 | -7 | -1
O=C(Cc1ccc(OC(F)(F)F)cc1)NNC(=O)c1cn[nH]n1 | -5 | . | 18
c1ccc2c(c1)CCN(C1CCCN(CCCn3cccn3)C1)C2 (stereo unspecified) | -5 | . | 19
O=C(/C=C/c1ccccc1Cl)NCc1ccc(-c2ncc(-c3ccc(F)cc3)[nH]2)cc1 | 0 | -4 | 4
CN(CC(=O)Nc1ccccc1OC(F)F)CC1COc2ccccc2O1 (stereo unspecified) | -12 | . | 12
O=C(CN1CCNCC1)N1CC[C@@H](c2ccc3c(c2)OCO3)[C@H](O)C1 | -3 | . | 7
O=[N+]([O-])c1ccc2[nH]c(O)c(N=Nc3ccc(Cl)c(Cl)c3)c2c1 | -4&-6 | . | -4&0
CCOC(=O)c1nn(-c2ccc(C(F)(F)F)cc2)c(=O)c2c(NC(=O)CC(C)(C)C)scc12 | -7 | -6 | 4
COc1ccc2cc(C3CN(c4nccs4)CCO3)ccc2c1 (stereo unspecified) | -8 | . | 7
COc1cc2c(cc1OC)C(c1ccc(F)cc1)N(C(=O)c1c(Cl)cc(Cl)cc1Cl)CC2 (stereo unspecified) | -4 | -2 | 11
COc1ccc(S(=O)(=O)N2CCC(Cc3ccccc3)CC2)cc1N1CCN(C(=O)c2ccccc2OC(F)(F)F)CC1 | -3 | -5 | 4
O=C(Nc1ccc(-n2nc(OCc3ccc(F)cc3)nc2-c2ccccc2F)cc1)c1ccc2c(c1)OCO2 | 2 | -3 | .
O=C(NCCc1ccccc1Cl)c1coc(CN2CCN(c3ncccn3)CC2)n1 | -10 | . | 2
O=C(NC1CCCCC1)N1CCn2cccc2C1c1ccc(F)cc1 (stereo unspecified) | -4 | . | 11
CC(c1nnc(-c2cccs2)o1)N1CCC(C(N)=O)CC1 (stereo unspecified) | 2 | . | 4
COc1ccc(CN2CCCn3cccc3C2c2ccc(Cl)c(Cl)c2)c(OC)c1OC (stereo unspecified) | -8 | -6 | -1
Cc1c(NCc2ccccn2)cccc1C(=O)N1CCCOCC1 | -2 | . | 1
CC(Oc1ccc(Cl)cc1Cl)C(=O)NCCCn1ncccc1=O (stereo unspecified) | -7 | -10 | -10
COC(=O)C[C@H]1c2cccnc2C(=O)N(C)[C@@H]1C(=O)NC1CC1 | -2 | -6 | 2
CC1CCc2sc(-c3nn(CN4CCN(c5cnccn5)CC4)c(=S)o3)cc2C1 (stereo unspecified) | -9 | . | 5
COC(=O)c1ncn(CCS(=O)c2cc(Cl)ccc2Cl)n1 (stereo unspecified) | -5 | -14 | -2
CCc1ccc(-c2cc3c(=O)[nH]nc(SCC(=O)NCc4cccc(OC)c4OC)n3n2)cc1 | -5 | -9 | -1
Nc1cc(-c2cccc(C(F)(F)F)c2)nn1-c1ccc(C(=O)NCCCCc2ccccc2)cc1 | -8 | -2 | -8
COc1ccc(C(=O)N2CCCC(CNC(=O)c3ccc(-c4ccccc4)cc3)C2)o1 (stereo unspecified) | -8&-9 | -8 | 4&10
Cc1n[nH]c(C)c1CCCN(C)c1nccc(N2CCCC(O)C2)n1 (stereo unspecified) | -5 | -14 | -1
COc1ccc(C(=O)Oc2ccccc2NC2=NS(=O)(=O)c3ccccc32)c(OC)c1 | -1 | 1 | -13
COc1ccc(Br)c(C(=O)Nc2cc(C(=O)N(C)Cc3ccccc3)ccc2N2CC3CC(C2)c2cccc(=O)n2C3)c1 (stereo unspecified) | -6 | -5 | 9
CCOC(=O)C1(Cc2ccccc2F)CCCN(C(=O)c2cccc(-n3cccn3)c2)C1 (stereo unspecified) | -5 | -10 | 8
CCOc1ccc(/C=C/C(=O)Nc2nc3ccc(C)cc3s2)cc1 | -2 | -7 | 0
COC(=O)NNC(=O)c1csc(-c2cc3ccccc3[nH]2)n1 | 3 | . | 1
CN1CC2(CCN(C(=O)c3ccc4sc5c(c4c3)CCNC5=O)C2)OC1=O (stereo unspecified) | -4 | . | 8
O=C(c1cnc2n(c1=O)CCS2)N(Cc1ccccc1)c1ccccc1 | -7 | . | -3
CC(C)(C)N1CC(CNc2nccc(C3CCCC3)n2)CC1=O (stereo unspecified) | -7 | . | 6
CCOC(=O)c1ccc(NC(=O)Cn2c(-c3nnc(C)o3)cc3ccccc32)cc1 | -7 | -6 | 19
CCCCCCCCCCCCCCCC(=O)Nc1ccc2[nH]cc(CCN3CCc4ccccc4C3)c2c1 | -14 | -8 | 7
CCCCN(C(=O)NC(C)(C)C)c1c(N)n(CCC)c(=O)[nH]c1=O | -11 | -5 | -1
CC(C)OCCCn1c(SC(C)C(=O)N2CCc3ccccc32)nc2cc(Cl)ccc2c1=O (stereo unspecified) | -1 | -5 | 6

2 successive compounds out of the list so far:
mol | hcGAS lum | mcGAS inh | NPYLR7 ag
CC(Oc1ccc(Cl)cc1Cl)C(=O)NCCCn1ncccc1=O (stereo unspecified) | -7 | -10 | -10
COC(=O)C[C@H]1c2cccnc2C(=O)N(C)[C@@H]1C(=O)NC1CC1 | -2 | -6 | 2

As entered above.
Result of O=C(Cc1ccc(OC(F)(F)F)cc1)NNC(=O)c1cn[nH]n1 under hcGAS lum: -5
Result of COc1ccc(S(=O)(=O)N2CCC(Cc3ccccc3)CC2)cc1N1CCN(C(=O)c2ccccc2OC(F)(F)F)CC1 under hcGAS lum: -3
Result of O=[N+]([O-])c1ccc2[nH]c(O)c(N=Nc3ccc(Cl)c(Cl)c3)c2c1 under NPYLR7 ag: -4&0

Further results follow.
mol | hcGAS lum | mcGAS inh | NPYLR7 ag
N#Cc1cccc(OC2CC3CCC(C2)N3C(=O)c2ccc(CSc3c(F)c(F)cc(F)c3F)cc2)c1 (stereo unspecified) | -17 | -8 | 13
CO[C@H]1C(=O)N(C)C2(CCN(C(=O)CCO)CC2)[C@@H]1C(=O)N(C)c1ccccc1 | -2 | -6 | 0
CC(C)N1CCC(CNC(=O)CCO)C1 (stereo unspecified) | 1 | -18 | 4
COC(=O)C(O)(C1C(=O)NN=C1C)C(F)(F)F (stereo unspecified) | -6 | . | 1
Cc1cc(NCc2cccnc2)n2nc(C)c(-c3ccccc3)c2n1 | -8 | -7 | -3
CSc1ccc(C(=O)N2CCN(c3cccc4[nH]ccc34)CC2)c(-c2cccc(F)c2)c1 | -5 | -6 | -5
COCc1cc(N2CCN(c3ccccc3F)CC2)nc(SCc2ccc(C(=O)N3CCCC3)cc2)n1 | -8 | -6 | 14
CC(C)C1CN(C(=O)c2n[nH]c3c2CCC3)CCCN1CC1CC1 (stereo unspecified) | -9 | -10 | .
CC1=CC[C@@H]2CN(Cc3cccc(OCCO)c3)C[C@@H]2C1 | -6 | . | 10
CC(C)(C)NC(=O)N1CCn2cccc2C1c1ccccc1F (stereo unspecified) | -3 | . | 8
Cc1noc(C(C)C)c1C(=O)NC(C)Cc1ccccc1F (stereo unspecified) | 1&-7 | -16 | -24&21
CCCNC(=O)NC(=O)CSc1nc2ccccc2s1 | -5 | -5 | -5
Cc1cc(C)n(-c2cc(NCCNC(=O)Nc3ccc4c(c3)OCO4)ncn2)n1 | 2 | -2 | -8
Clc1ccc(C2Oc3ccccc3C3CC(c4ccccc4)=NN32)c(Cl)c1 (stereo unspecified) | 7 | -1 | -9
CCOC(=O)C1CCCN(C(=O)c2cc(-c3cccc(OC)c3)nn2-c2cccc([N+](=O)[O-])c2)C1 (stereo unspecified) | -2 | -4 | -4
C/C=C\Cn1c(C(=O)N2CCN(C(=O)C3C[C@H]3c3ccccc3)C(C)C2)cc2ccsc21 (stereo partly specified) | -11 | -10 | .
COC(=O)C(NC(=O)c1ccccc1)=C1C=C(c2ccccc2)OC(c2ccccc2)=C1 | -6 | -3 | 12
O=C(O)c1ccc(CN2CCC(c3[nH]ncc3-c3ccccc3)CC2)cc1 | -8 | -11 | .
COc1ccccc1C(=O)Nc1ccc2c(c1)CN(C(=O)C1=CCCC1)CC2 | -2 | . | 1
Cc1nnc(SCCCNC(=O)[C@@]23CC[C@@](C)(OC2=O)C3(C)C)s1 | -8 | . | 19
O=S(=O)(c1ccccc1Cl)N(CCO)c1ccc(Br)cc1 | -9 | . | 7
CCc1ccc(S(=O)(=O)N2CCN(c3ccc4nnc(CC)n4n3)CC2)s1 | -2 | -8 | 5
CN1CCC2(CC1)CN(C(=O)CN(C)Cc1cccnc1)CCN2C | -6 | -12 | -7
Cc1ccc(-n2nnc(C(=O)OCc3ccccc3F)c2C)cc1 | -1 | -3 | -23
CN(C)C(=O)Cn1cc(C(=O)NC(CC(C)(C)C)c2ccccc2)nn1 (stereo unspecified) | -2 | . | 11
Cc1ncn(C)c1C(=O)NCC1CCCN(CCO)C1 (stereo unspecified) | -11 | -4 | .
COc1cccc(CN2CCNC(=O)C2CC(=O)NCCOc2cccnc2)c1OC (stereo unspecified) | -1 | -3 | 8
CCN1CCN(C(=O)c2ccc(Br)o2)CC1 | -6 | . | -8
CC(=O)c1ccc(NC(=O)CSc2nc(-c3cccc(F)c3)nc3c2c(=O)n(C)c(=O)n3C)cc1 | -10 | -9 | -3
O=S(=O)(NCc1ccccc1F)c1c(Cl)cccc1Cl | -8 | . | 5
CN(Cc1cnc2ccccn12)C(=O)c1cc(COc2cncc(Cl)c2)on1 | 3&-9 | -4 | 5&-4
COCc1c(Br)c(C)nc(OCC(=O)N/N=C\c2cc(C)n(-c3ccc(I)cc3)c2C)c1C#N | -6 | -7 | 7
COc1ccc(NS(=O)(=O)c2cc(C(C)(C)C)ccc2C)cc1S(N)(=O)=O | -7 | . | 14
COc1ccc(CN2C3CCC2CC(NC(=O)c2c(C)noc2C)C3)c(OC)c1 (stereo unspecified) | 0 | -4 | 14
COc1ccc(OC)c(C2SCCN2S(=O)(=O)c2ccc(Cl)cc2)c1 (stereo unspecified) | -3 | . | 8
CCCN(C/C=C/c1ccccc1)C(=O)c1ccc2[nH]c(=O)c(=O)[nH]c2c1 | -5 | . | 12
Cc1ccc(-n2nc(C(C)(C)C)cc2NC(=O)CN(C)C(=O)Nc2cc(C(F)(F)F)cc(C(F)(F)F)c2)c(C)c1 | -3 | -4 | 10
COCCNC(=O)[C@@]1(OCc2cccc(OC)c2)CC(OCc2ccccc2)[C@@H]2OC(C)(C)O[C@@H]2C1 (stereo partly specified) | -3 | -4 | 21
CN(C(=O)COc1cc(Cl)ccc1Cl)C1CCS(=O)(=O)C1 (stereo unspecified) | -7 | -8 | 13
Fc1cnc(NCc2cn3c(n2)SCC3)nc1N1CCOCC1 | -6 | -12 | 19
O=C(Nc1ccc([N+](=O)[O-])cc1Cl)c1cc(Cl)ccc1O | -5&-7&-4&-5 | -6&-5&-2 | -2&-8&2
CCOC(=O)c1cc(-c2cccc(NC(=O)c3ncoc3-c3ccc(OC)cc3)c2)n(-c2ccccc2OC)n1 | -6 | -7 | 3
CC(C)CCNC(=O)c1cncn1-c1ccc(F)cc1 | -1 | . | 3
CCOC(=O)CN([C@H]1[C@H](O)[C@@H]2O[C@H]1c1ccccc12)S(=O)(=O)c1cccs1 | -8 | -6 | 3
CCCCN(CC(=O)N(CCc1c[nH]c2ccccc12)Cc1ccc(OC)cc1)C(=O)c1ccco1 | -2 | -5 | 16
COCCN(CC(=O)N(Cc1ccc2c(c1)OCO2)Cc1sccc1C)C(=O)Nc1cccc(F)c1 | 1 | -2 | 6
COc1cccc(Cn2c(=O)c(C(=O)Nc3cccc(F)c3)nn(-c3ccccc3F)c2=O)c1 | 1 | -1 | -4
O=S(=O)(Nc1nc2ccccc2[nH]1)c1ccccc1 | 0 | -4 | -2
CNc1ncc(CN(C)C(=O)C2(Oc3ccc(C)cc3)CCNCC2)cn1 | -2 | -12 | 23
CC1Oc2c(C(=O)N3CCN(Cc4ccc(Cl)s4)CC3)cccc2C1C (stereo unspecified) | -2 | . | 3
Cc1ccc(C)c(/C=C2\NC(=S)NC2=O)c1 | 0 | -5 | 10
CN(C)CCN(Cc1ccccc1OS(=O)(=O)c1ccc(F)cc1)C(=O)CC(C)(C)C | -6 | -6 | 20
CC(=O)NCCC1CCCCN1C(=O)c1cc(COc2cc(C)ccc2C)on1 (stereo unspecified) | -14 | . | -4
O=S(=O)(NC1CCN(C2CC2)CC1)c1cc(Cl)cc(Cl)c1 | -3 | -6 | -3
CC1(C)Oc2ccc(NS(=O)(=O)c3ccc(S(=O)(=O)NC4CC4)cc3)cc2O1 | -4 | . | 5
Cc1nc(C)c(Cc2ccc(F)cc2)c(N2CCN(C(=O)c3ccc(-c4ccccc4)cc3)CC2)n1 | 0 | -3 | 8
Cc1c(Cl)cccc1CNC(=O)c1cc(-c2ccc3c(c2)OCO3)nc2ccccc12 | -8 | -7 | 20
Cc1ccc(C(=O)N2CCSCC2)cc1NC(C)C | -10 | . | -22
COc1ccc(CC(=O)NCCc2cc3ccc(C)c(C)c3[nH]c2=O)cc1OC | -7 | . | 7
COCCNC(=O)Cn1c(CO)cnc1SCc1ccccc1Cl | -3 | . | 6

(continued)
mol | hcGAS lum | mcGAS inh | NPYLR7 ag
CCOC(=O)C(C#N)=CNc1cc(C)c(C(=O)OCC)s1 | -6 | . | 7
CCOC(=O)C1=C(C)NC2=C(C(=O)CC(C)(C)C2)C1C (stereo unspecified) | -7 | . | -13
O=C(CCl)N1CCN(Cc2cccs2)CC1 | -5 | 7 | -5
COc1ccc(S(=O)(=O)NCCCN2CCOCC2)cc1N1CCN(C(=O)C(F)(F)C(F)F)CC1 | -3 | -8 | 24
O=C(Nc1c2c(nn1-c1ccccc1)CCC2)c1cscn1 | -5 | -10 | 0

Whole records as entered above. Order of values: hcGAS lum, mcGAS inh, NPYLR7 ag
COC(=O)c1ncn(CCS(=O)c2cc(Cl)ccc2Cl)n1 (stereo unspecified) across the screens: -5, -14, -2
CCN1CCN(C(=O)c2ccc(Br)o2)CC1 across the screens: -6, ., -8

Rows were taken by chance; any-hit rate near 0.27%.
